TLR9-MyD88 inh = blocks human TLR9 binding to MyD88 | CHO BLA complementation TLR9-MyD88, CCF4 FRET ratio | inhibition, % at 4.98 µM | actives 0.21% (n = 340,000) | AID 504734;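 active means inhibition above the mean over all tested compounds plus 3 SD, cut at about 21% in these data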;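 further: 0% = DMSO only wells and 100% = clavulanate BLA inhibitor control wells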
Target sequence (Q99836 whole entry, looked up): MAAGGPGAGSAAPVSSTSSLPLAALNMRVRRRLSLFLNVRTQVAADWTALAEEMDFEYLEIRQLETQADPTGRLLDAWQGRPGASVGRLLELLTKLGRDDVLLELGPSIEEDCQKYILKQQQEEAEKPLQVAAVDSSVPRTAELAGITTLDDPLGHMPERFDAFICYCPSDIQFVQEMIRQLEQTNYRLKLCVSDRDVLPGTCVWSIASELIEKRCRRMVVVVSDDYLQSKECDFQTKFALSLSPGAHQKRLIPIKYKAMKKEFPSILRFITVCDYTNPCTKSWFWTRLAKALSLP
Target sequence (Q9NR96 whole entry, looked up): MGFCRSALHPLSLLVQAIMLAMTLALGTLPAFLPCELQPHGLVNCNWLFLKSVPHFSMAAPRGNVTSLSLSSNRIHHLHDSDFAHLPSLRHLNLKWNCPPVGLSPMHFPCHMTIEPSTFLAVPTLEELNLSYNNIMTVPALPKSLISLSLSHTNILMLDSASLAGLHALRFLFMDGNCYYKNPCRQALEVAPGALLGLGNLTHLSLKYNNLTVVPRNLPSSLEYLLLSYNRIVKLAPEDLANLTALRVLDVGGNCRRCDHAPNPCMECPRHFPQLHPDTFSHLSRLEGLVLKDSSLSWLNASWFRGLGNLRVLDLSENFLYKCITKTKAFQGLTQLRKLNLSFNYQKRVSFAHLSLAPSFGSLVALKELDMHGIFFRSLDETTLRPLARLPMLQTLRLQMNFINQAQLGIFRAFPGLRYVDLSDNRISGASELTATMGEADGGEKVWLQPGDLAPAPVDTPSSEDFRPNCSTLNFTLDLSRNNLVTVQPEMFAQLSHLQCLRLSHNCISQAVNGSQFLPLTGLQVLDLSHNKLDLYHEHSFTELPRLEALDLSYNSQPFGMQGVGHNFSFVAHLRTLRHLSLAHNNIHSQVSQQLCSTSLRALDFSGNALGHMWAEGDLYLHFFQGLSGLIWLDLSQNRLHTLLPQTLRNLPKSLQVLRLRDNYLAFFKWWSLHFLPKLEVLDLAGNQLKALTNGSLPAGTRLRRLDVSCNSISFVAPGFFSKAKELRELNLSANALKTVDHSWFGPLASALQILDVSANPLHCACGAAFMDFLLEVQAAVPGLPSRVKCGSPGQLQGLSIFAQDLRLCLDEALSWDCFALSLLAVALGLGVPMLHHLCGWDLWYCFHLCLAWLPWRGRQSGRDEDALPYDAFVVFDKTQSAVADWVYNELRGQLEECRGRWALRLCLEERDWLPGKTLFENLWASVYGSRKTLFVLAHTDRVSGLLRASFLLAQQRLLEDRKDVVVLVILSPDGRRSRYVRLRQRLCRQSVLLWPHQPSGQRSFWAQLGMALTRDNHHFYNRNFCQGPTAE
HTR2A ag = agonists of mouse serotonin 5-HT2A receptor (HTR2A) | P35363 | CHO-K1 mHTR2A beta-arrestin complementation, luminescence; percent of 30 µM serotonin response | activation, % at 7.6 µM | actives 0.66% (n = 360,000);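 active means activation above a run cutoff, the mean activation of all tested compounds plus 3 SD, cut at about 14% in these data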;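 further: 0% = plate median of compound wells and 100% = 30 µM serotonin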
H9c2 protect = myocardial damage modulation in H9c2 cells | H9c2 cardiomyocytes, H2O2 injury protection, ATPLite, 2 h | protection from H2O2 cell death, % at 20 µM | actives 0.63% (n = 360,000);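 active means compounds giving at least 50% protection of heart cells from peroxide-induced death in the single-dose screen, raw or plate-pattern-corrected value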;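 further: 0% = DMSO wells with peroxide and 100% = DMSO wells without peroxide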
NOD2 RIPK2 PPI = NOD2-RIPK2 protein interaction inhibition. O43353. CHO BLA complementation NOD2-RIPK2, CCF4 ratio. inhibition, % at 4.98 µM. actives 0.38% (n = 360,000); in the data active means inhibition above about 21%;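 further: 0% = vehicle only and 100% = reference blocker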
Glyco luc inh = blocks N-linked glycosylation in D54 reporter cells; actives 0.23% (n = 360,000); reporter increase, % at 12.5 µM; D54 ERlucT glycosylation luciferase reporter, 24 h; percent of 100 nM tunicamycin response;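 active means mean luciferase reporter signal, scaled so untreated is 0 and the glycosylation-blocking control 100, at or above a set limit in every replicate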;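 further: luciferase carries N-glycosylation sites so blocking glycosylation raises the light; 0% = median of neutral control wells and 100% = median of 100 nM tunicamycin wells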
NCOA2 inhibitor = inhibits human steroid receptor coactivator 2 | inhibition, % at 9 µM | actives 0.17% (n = 370,000) | HEK293 GAL4-SRC2 luciferase reporter, luminescence;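 active means inhibition above the mean inhibition of all tested compounds plus 3 SD, set per campaign, cut at about 52% in these data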;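 further: 0% = DMSO treated cells and 100% = cells given Gossypol at 36 µM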
MC4R antagonist = human MC4R antagonism in cAMP assay | MC4R-expressing cells, MTII-stimulated cAMP, LANCE TR-FRET | inhibition, % at 6.5 µM | actives 0.48% (n = 360,000) | AID 540295;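 active means inhibition above its plate's cutoff, the mean of tested wells on that plate plus 3 SD, cut at about 29% in these data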;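 further: 0% = Melanotan II alone and 100% = Melanotan II plus saturating MCL0020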
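Assay system: U2OS-MC4R stable cell line; Also added: Melanotan II; Technique: Eu-cAMP/anti-cAMP TR-FRET, emission 671 nm; Times: 30-min compound, 1-h challenge, 1-h detection, room temperature.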
MC4R ag barr = activates human MC4R beta-arrestin recruitment; actives 0.98% (n = 360,000); activation, % at 8.9 µM; U2OS MC4R beta-arrestin complementation, luminescence; percent of melanotan II response, DMSO zero; AID 540308; P32245;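 active means activation above a per-plate cutoff, the mean activation of sample wells on that plate plus 3 SD, cut at about 8% in these data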
ABCB6 inh MLPCN = blocks the human ABCB6 transporter; actives 0.19% (n = 360,000); AID 602162; Q9NP58; fluorescence ratio to DMSO, % at 10 µM; K562-ABCB6 porphyrin accumulation, flow cytometry, 1 h; hits give low values;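 active means fluorescence ratio to DMSO below 75%, the collection mean minus 3 SD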;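 further: signal is porphyrin accumulated inside mitochondria; 100% equals median channel fluorescence of DMSO control wells; lower ratio means ABCB6 inhibition with less porphyrin fluorescence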
ABHD5 PLIN5 PPI = ABHD5-PLIN5 protein interaction inhibition; actives 0.78% (n = 360,000); AID 602281; Split G. princeps luciferase complementation, luminescence, 4 h; Q00G26+Q8WTS1; inhibition, % at 4 µM;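 active means inhibition above the mean inhibition across every tested compound plus 3 SD, cut at about 22% in these data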;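 further: 0% = DMSO only wells and the 100% control is not disclosed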
* marks the source's active call; other numbers are inactive results; . = no result given.

SMILES	TLR9-MyD88 inh	HTR2A ag	H9c2 protect	NOD2 RIPK2 PPI	Glyco luc inh	NCOA2 inhibitor	MC4R antagonist	MC4R ag barr	ABCB6 inh MLPCN	ABHD5 PLIN5 PPI
c1ccc(-c2csc(N3CCN(c4ccccn4)CC3)n2)cc1	6.5	4.8	-8.1	-5.1	-5.6	-35.9	3.0	2.6	101.0	0.8
CCCOc1ccc(/C=C2/C(=O)ON=C2C)cc1Cl	-5.0	1.6	5.3	3.8	3.7	-5.2	2.4	-0.1	103.0	-0.2
C=CCn1c(=O)c2c3c(sc2n2c(Nc4ccc(OC)cc4)nnc12)CCCC3	-12.7	1.4	27.1	1.4	1.7	-0.8	2.6	-0.1	87.0	-1.3
COc1ccccc1NS(=O)(=O)c1cc(NC(=O)c2cccs2)ccc1N1CCCC1	-1.6	-1.3	-0.1	-3.5	-10.3	-5.6	8.2	-1.9	98.0	-6.1
COc1ccc(-c2cc(-c3ccc(Cl)cc3)n[nH]2)c(O)c1	-3.2	-3.0	-15.2	-1.9	-6.6	-38.5	7.5	-0.5	121.0	-8.9
O=C(NCC(c1cccs1)N1CCOCC1)c1cccc(S(=O)(=O)Nc2ccc(F)cc2)c1 (stereo not given)	0.3	-2.7	-1.5	-0.8	-0.7	7.6	10.7	1.5	100.0	-0.8
Cc1nc2ccc(NC(=O)Cc3cccs3)cc2s1	8.1	4.4	-22.2	-10.7	-1.6	-76.0	16.8	0.4	87.0	9.5
CCCOc1ccc(NCC(=O)Nc2ccc(C)cc2C)cc1	-7.3	1.3	-4.8	-2.8	0.7	-34.6	0.3	-1.5	97.0	-2.9
Cc1ccc2cc(CCNC(=O)c3ccc(S(=O)(=O)N4CCOCC4)cc3)c(=O)[nH]c2c1C	-3.4	12.4	-5.1	-2.6	-0.6	-2.1	7.5	-2.8	92.0	1.4
Cc1cc(N2C(=O)CC(N3CCN(C(c4ccccc4)c4ccccc4)CC3)C2=O)no1 (stereo not given)	2.2	-2.9	5.3	-11.5	0.4	-11.1	8.8	-0.2	103.0	4.5
O=C(NCc1ccc(F)cc1)c1cc(C2CCCCN2C(=O)C2CCCCC2)on1 (stereo not given)	.	-2.2	-7.7	7.6	-3.5	16.0	3.9	-0.5	94.0	6.2
CCCN(CCC)CCCNC(=O)c1cc2c(-c3ccc(OC)c(OC)c3)nn(C)c2s1	-3.4	-10.8	4.8	1.3	-0.7	-13.7	-15.8	0.3	99.0	-4.5
CCOC(=O)c1cc2c(nc1C)-c1cc(Cl)cc(Cl)c1OC2O (stereo not given)	6.2	-0.8	-3.9	9.6	0.3	-27.9	-7.2	1.2	106.0	-1.7
COc1ccc(CCNC(=O)C2(C)CCC(=O)N2CCC(C)C)cc1OC (stereo not given)	4.8	5.6	10.0	-3.3	1.7	-6.8	15.6	-0.2	98.0	-5.2
Cc1ccc(/C=C/C(=O)OCC(=O)NCCc2ccc(S(N)(=O)=O)cc2)o1	0.5	1.0	0.3	-64.0	1.2	-10.2	6.1	-1.2	94.0	2.1

At a glance, some entries already given:
SMILES	TLR9-MyD88 inh	HTR2A ag	H9c2 protect	NOD2 RIPK2 PPI	Glyco luc inh	NCOA2 inhibitor	MC4R antagonist	MC4R ag barr	ABCB6 inh MLPCN	ABHD5 PLIN5 PPI
CCCN(CCC)CCCNC(=O)c1cc2c(-c3ccc(OC)c(OC)c3)nn(C)c2s1	-3.4	-10.8	4.8	1.3	-0.7	-13.7	-15.8	0.3	99.0	-4.5
CCOC(=O)c1cc2c(nc1C)-c1cc(Cl)cc(Cl)c1OC2O (stereo not given)	6.2	-0.8	-3.9	9.6	0.3	-27.9	-7.2	1.2	106.0	-1.7
COc1ccc(CCNC(=O)C2(C)CCC(=O)N2CCC(C)C)cc1OC (stereo not given)	4.8	5.6	10.0	-3.3	1.7	-6.8	15.6	-0.2	98.0	-5.2
Cc1ccc(/C=C/C(=O)OCC(=O)NCCc2ccc(S(N)(=O)=O)cc2)o1	0.5	1.0	0.3	-64.0	1.2	-10.2	6.1	-1.2	94.0	2.1

Further results follow:
SMILES	TLR9-MyD88 inh	HTR2A ag	H9c2 protect	NOD2 RIPK2 PPI	Glyco luc inh	NCOA2 inhibitor	MC4R antagonist	MC4R ag barr	ABCB6 inh MLPCN	ABHD5 PLIN5 PPI
Cc1nn(CCOc2ccccc2Cl)c(C)c1[N+](=O)[O-]	-1.2	2.8	-1.6	-0.6	1.7	4.4	-5.7	-0.6	93.0	-1.2
O=C(CSc1n[nH]c(=O)n1Cc1ccccc1)Nc1ccc(F)c(F)c1F	-6.3	-2.3	3.6	0.3	-0.7	4.5	2.8	-1.7	91.0	5.3
CC(C)N(Cc1nc(-c2ccccc2)no1)C(=O)C(Cl)(Cl)Cl	2.6	-0.6	-12.7	0.3	-3.1	7.9	7.3	0.6	97.0	-5.4
C=CCNC(=O)/C(C#N)=C/c1c(N2CCN(c3ccc(OC)cc3)CC2)nc2c(C)cccn2c1=O	-8.6	-1.5	19.2	-3.4	1.4	19.7	16.0	-1.2	103.0	1.3
COc1cccc(NC(=O)COC(=O)C2CC3CCCC(C2)C3=O)c1 (stereo not given)	-3.5	1.9	2.1	-1.0	-0.3	8.4	-3.5	-1.7	90.0	-9.4
CC(Sc1nnc(COc2ccc(Cl)cc2)n1Cc1ccccc1)C(=O)O (stereo not given)	2.3	-2.9	3.0	10.6	2.2	-2.9	16.9	-0.5	97.0	2.3
Cc1cc(OC(C)C(=O)NCc2cccnc2)c2c(C)c(C)c(=O)oc2c1 (stereo not given)	-7.0	0.6	-2.9	2.0	5.1	-11.0	-0.7	-1.7	96.0	3.9
COC(=O)/C(=C/c1ccc2c(c1)c1ccccc1n2C)NC(=O)c1ccccc1	5.4	1.6	37.4	-0.2	3.8	3.3	2.4	-2.2	98.0	8.9
CC#CCC(CC#CC)c1nc2ccccc2c(=O)n1N	-3.6	-2.5	16.0	1.5	2.0	16.7	1.9	0.3	92.0	-0.7
COc1ccccc1/C=C/C(=O)Nc1cccnc1	-6.1	-1.4	0.4	-5.1	0.9	-10.2	-3.6	0.4	91.0	8.4
COc1ccc(Br)cc1C1NC(=O)NC(C)=C1C(=O)N(C)C (stereo not given)	-6.9	2.3	-2.6	-13.7	1.3	-21.2	12.6	0.2	94.0	2.1
CC(OC(=O)CCCCCN=C1NS(=O)(=O)c2ccccc21)C(=O)Nc1cc(Cl)cc(Cl)c1 (stereo not given)	5.4	-5.5	-12.5	-4.3	4.6	-14.6	-7.0	-1.0	89.0	-3.3
O=C(CNC1CC1)Nc1cc(C(F)(F)F)ccc1Cl	-6.5	1.1	-0.9	-9.2	1.8	12.4	7.3	-1.9	95.0	4.1
O=C(CCl)N(CCc1ccccc1)CCc1ccccc1	4.6	-3.9	-1.4	3.6	10.5	25.4	4.6	8.3*	104.0	4.6
CN(CCCCCC(=O)/C=N/O)Cc1ccccc1	0.9	0.2	3.3	5.4	-1.0	-18.1	0.6	-2.4	87.0	4.9
O=C(NCCc1ccccc1)c1ccc(Cl)c(S(=O)(=O)N2CCOCC2)c1	-44.0	5.5	0.9	-8.5	-0.6	-6.5	-1.2	0.8	98.0	3.3
Cc1ccc(-c2nn(-c3ccccc3)cc2C=O)o1	-2.3	9.3	-16.0	5.8	-2.9	-65.5	4.3	-1.7	102.0	-2.2
CC(C)OC(=O)CSc1nnc(CNc2ccc(Cl)cc2)n1C	3.6	-3.2	-3.3	-5.3	1.9	-15.3	5.4	-1.9	92.0	-5.0
CC(C)(C)C(=O)NC1CC2CCCC(C1)N2C(=O)Nc1ccccc1 (stereo not given)	1.4	-1.1	2.0	-0.4	-2.4	0.1	-3.3	0.0	100.0	-1.9
Cc1nc2c([nH]c3ccc(Br)cc32)s1	0.6	-3.1	-5.0	0.5	0.8	-7.9	-2.4	-1.9	95.0	0.8
Cc1ccc(N(CC(=O)N2CCc3ccccc3C2)S(C)(=O)=O)cc1	-0.2	-0.6	8.4	-0.8	-2.4	16.3	12.8	-1.0	99.0	0.2
COc1ccc(NC(=O)Nc2cccc3c2O[C@H](CN(C)S(=O)(=O)c2cccs2)[C@@H](C)CN([C@H](C)CO)C3=O)cc1	-6.3	2.9	4.9	-2.6	1.2	-3.8	10.6	-1.1	94.0	2.1
Cc1ccc(-c2nc3cc(Br)cnc3nc2-c2ccc(C)cc2)cc1	6.1	-2.4	-8.0	-6.9	-5.8	-7.7	-2.0	-2.7	100.0	-11.7
O=C1CC(N(Cc2cccs2)C(=O)Nc2ccccc2)C(=O)N1c1ccc(Cl)cc1 (stereo not given)	1.9	-3.8	0.7	-4.0	0.0	-3.5	11.6	-0.3	97.0	-1.5
O=C1C=C(Nc2ccc(O)cc2)C(=O)c2ccccc21	-4.8	0.3	-17.1	-2.0	-9.1	-54.9	-23.3	0.1	105.0	-3.5
CC(=O)/C(C#N)=C1\NC(=O)C(Cc2ccc(C)c(Cl)c2)S1 (stereo not given)	-2.6	4.6	-6.4	-3.6	-9.3	-6.8	10.0	-1.4	93.0	-4.4
COc1cc(OC)c(OC)cc1/C=C/C(=O)OCC(=O)Nc1c(C)n(C)n(-c2ccccc2)c1=O	3.2	-1.9	10.4	-2.4	-0.5	-18.0	4.7	-2.2	95.0	-1.0
COc1ccccc1NC(=O)Cc1nnc(SCC(=O)Nc2nccs2)n1C	-3.3	-3.5	1.3	5.5	0.9	10.0	3.9	0.4	98.0	-2.9
C/C(=N/OC(=O)C1CC1c1ccccc1)c1ccccc1 (stereo not given)	2.2	-0.2	2.5	-2.9	1.2	-10.5	18.6	2.6	92.0	7.8
COCCNC(=O)c1c[nH]c2ccc(S(=O)(=O)Nc3ccc(F)cc3F)cc2c1=O	4.8	2.4	-0.2	3.1	-0.1	-6.4	4.3	-0.9	93.0	-8.6
Cc1ccc(CNC(=O)CS(=O)Cc2nc(-c3ccccc3C)oc2C)cc1 (stereo not given)	0.1	-5.6	1.8	-7.0	0.5	-2.8	23.0	3.7	103.0	-2.0
CCN1/C(=C\C=C2\C(=O)N(C)C(=S)N2C)Sc2ccccc21	-0.5	2.6	-0.7	-1.9	-3.8	-41.3	-5.1	2.4	122.0	11.0
O=C1C2C3C=CC(C3)C2C(=O)N1/N=C/c1cn(Cc2ccc(F)cc2)c2ccccc12 (stereo not given)	7.6	-10.8	4.0	7.5	-16.3	16.5	1.1	-2.7	96.0	2.3
Cn1c(=O)c2cc(S(=O)(=O)NCCC(=O)Nc3ccc(F)cc3F)ccc2n(C)c1=O	10.1	-3.2	-0.3	-2.1	0.7	-14.7	5.6	-2.4	102.0	-2.6
O=C(CN1C(=O)NC2(CCCCC2)C1=O)Nc1cccc(S(=O)(=O)N2CCOCC2)c1	-8.0	5.3	1.4	-8.1	1.5	-4.0	22.9	0.0	101.0	0.2
CCN(CC)C(=O)[C@H]1C[C@H](CC(=O)NCCC2=CCCCC2)C(=O)N2CCc3c([nH]c4ccc(Cl)cc34)[C@]12C	2.6	5.4	7.2	-11.0	-1.9	-13.6	5.4	2.5	94.0	1.7
C=CCN1C(=O)c2ccc(C(=O)N3CCN(S(=O)(=O)c4cccc(F)c4)CC3)cc2C1=O	0.7	-2.3	3.1	3.7	2.4	-0.5	9.3	-1.1	95.0	5.3

These rows are one share of the data (hit frequency here may not be typical).
